Source: PubChem BioAssay (The Scripps Research Institute Molecular Screening Center)
MITF primary = inhibitors of human MITF | O75030 | AlphaScreen MITF homodimerization, bead proximity signal | inhibition, % at 2.6 µM | actives 0.91% (n = 650,000); in the data active = inhibition above about 50%;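 also: 0% = vehicle wells with protein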
Target sequence (O75030 whole entry, looked up): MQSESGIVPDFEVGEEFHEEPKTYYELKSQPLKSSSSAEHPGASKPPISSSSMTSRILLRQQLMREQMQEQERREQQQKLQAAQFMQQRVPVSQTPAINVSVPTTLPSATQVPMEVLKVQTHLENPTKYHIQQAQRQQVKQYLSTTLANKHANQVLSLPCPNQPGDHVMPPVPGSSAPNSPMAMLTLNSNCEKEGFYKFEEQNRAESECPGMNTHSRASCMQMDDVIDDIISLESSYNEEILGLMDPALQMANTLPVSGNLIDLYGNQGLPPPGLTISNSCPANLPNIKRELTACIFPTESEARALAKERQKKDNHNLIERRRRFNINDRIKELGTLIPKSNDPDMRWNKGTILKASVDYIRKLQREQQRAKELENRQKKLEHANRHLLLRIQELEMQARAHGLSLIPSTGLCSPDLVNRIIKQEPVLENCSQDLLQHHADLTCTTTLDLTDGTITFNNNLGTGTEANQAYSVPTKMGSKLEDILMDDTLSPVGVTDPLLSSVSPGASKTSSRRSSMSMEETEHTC
FBW7 activator = activators of human E3 ligase FBW7; AlphaScreen FBW7–phospho-cyclin E peptide binding, activator screen; AID 1259310; normalized activity (activation), % at 26.1 µM; actives 0.13% (n = 650,000); in the data active = normalized activity above about 1.9%;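 also: purified mutant Fbw7 with reduced substrate affinity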
GPR151 ag = activates the human receptor GPR151; activation, % at 11.2 µM; PathHunter beta-arrestin GPR151 cells, luminescence; actives 1% (n = 650,000); in the data active = activation above about 4.9%;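 also: 0% = median of compound wells and 100% = cells with positive control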
Target sequence (Q8TDV0 whole entry, looked up): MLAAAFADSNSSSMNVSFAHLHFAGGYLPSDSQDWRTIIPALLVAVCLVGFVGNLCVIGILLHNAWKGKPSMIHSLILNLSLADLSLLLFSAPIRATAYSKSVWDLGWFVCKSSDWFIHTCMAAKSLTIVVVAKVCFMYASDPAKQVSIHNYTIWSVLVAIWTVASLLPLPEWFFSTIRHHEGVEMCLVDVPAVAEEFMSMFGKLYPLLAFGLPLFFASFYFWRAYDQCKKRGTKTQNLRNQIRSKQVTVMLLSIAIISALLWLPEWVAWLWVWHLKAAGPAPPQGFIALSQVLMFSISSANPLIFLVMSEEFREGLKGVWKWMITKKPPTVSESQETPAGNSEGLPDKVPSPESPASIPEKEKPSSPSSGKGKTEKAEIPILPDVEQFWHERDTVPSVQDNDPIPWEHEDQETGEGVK
TEAD-YAP inh = TEAD-YAP interaction inhibition; HEK-TIYL cells, TEAD-Gal4/YAP UAS-luciferase luminescence; inhibition, % at 9.12 µM; actives 1.4% (n = 640,000); in the data active = inhibition above about 32%;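 also: 0% = median of test compound wells and 100% = reference inhibitor wells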
* marks the source's active call; other numbers are inactive results.

nr	SMILES	MITF primary	FBW7 activator
1	CC(=O)N1CCN(C2=NC(=O)/C(=C\c3ccc(-c4ccc([N+](=O)[O-])cc4)o3)S2)CC1	5	0.1
2	COC(=O)CN(C)C(=O)CC1(c2ccccc2C)CC(=O)N(C2CCCC2)C1=O (stereo not drawn)	-2	0.8
3	COc1ccc(-c2cnc(NC3CC3)nc2)cc1	10	-0.2
4	O=C(Nc1ccc(F)cc1F)c1cccc2nccnc12	3	-0.1
5	CCCc1nnc(SCC(=O)OCC)n1CCOC	-2	0.2
6	Cc1cccc(OC(C)c2nnc(N)s2)c1C (stereo not drawn)	-5	-0.2
7	COC(=O)c1ccccc1NC(=O)c1ccc(Br)o1	3	-0.1
8	CN(C)S(=O)(=O)N1CCN(c2ccc([N+](=O)[O-])c(NC3CC3)c2)CC1	-5	-0.2
9	O=[N+]([O-])c1ccc(N/N=C\c2cccc3c2OCO3)c(S(=O)(=O)N2CCCCC2)c1	-2	-0.1
10	O=C(NCc1cccs1)c1cc(Br)ccc1Cl	37	0.5
11	Cc1ccc(C(=O)OC/C(O)=C(\C#N)c2nc3ccccc3s2)s1	2	-0.1
12	Cc1nc(CNC(=O)c2cc(COc3ccc(F)cc3Cl)on2)cs1	1	0.0

nr	GPR151 ag	TEAD-YAP inh
1	0.6	4
2	-0.6	-81
3	-7.8	38*
4	0.7	7
5	-0.7	10
6	0.1	5
7	1.0	-3
8	0.1	3
9	0.5	-1
10	-0.5	-2
11	1.9	3
12	2.0	7

Single records, from the list above. Screens in order: MITF primary, FBW7 activator, GPR151 ag, TEAD-YAP inh
Shown for COC(=O)c1ccccc1NC(=O)c1ccc(Br)o1 = 3, -0.1, 1.0, -3
Shown for Cc1cccc(OC(C)c2nnc(N)s2)c1C (stereo not drawn) = -5, -0.2, 0.1, 5
Shown for COc1ccc(-c2cnc(NC3CC3)nc2)cc1 = 10, -0.2, -7.8, 38*
Shown for CC(=O)N1CCN(C2=NC(=O)/C(=C\c3ccc(-c4ccc([N+](=O)[O-])cc4)o3)S2)CC1 = 5, 0.1, 0.6, 4
Shown for O=C(Nc1ccc(F)cc1F)c1cccc2nccnc12 = 3, -0.1, 0.7, 7

(more compounds)
nr	SMILES	MITF primary	FBW7 activator
13	O=C1CCCC/C1=C\Nc1ccccc1NS(=O)(=O)Cc1ccccc1	0	0.3
14	O=c1oc(-c2ccco2)nc2cc(Cl)ccc12	-2	0.0
15	COc1ccc(S(=O)(=O)NCC2CCCN(Cc3ccc(OC)cc3F)C2)cc1 (stereo not drawn)	4	0.0
16	Cc1ccsc1/C=C1\NC(=S)N(c2c(C)n(C)n(-c3ccccc3)c2=O)C1=O	12	0.0
17	CCC(C)NC(=S)Nc1ccc(C(=O)OC)cc1 (stereo not drawn)	0	0.7
18	CC(C)Cc1cc(C(=O)O)n[nH]1	-9	0.0
19	Cc1cc(NC(=O)CSc2nc3ccccc3c(=O)n2Cc2ccco2)no1	7	-0.1
20	COc1ccccc1-c1nc2s/c(=C3\C(=O)N(CC(=O)O)c4ccccc43)c(=O)n2n1	18	0.0
21	O=C(Nc1ccc(O)cc1C(=O)O)c1ccccc1	5	-0.2
22	CC(=O)c1cccc(NC(=O)CCS(=O)(=O)c2ccc3c(c2)n(C)c(=O)c(=O)n3C)c1	2	0.1
23	COCCOC(=O)C1=C(C)NC2=C(C(=O)CC(C)(C)C2)C1c1cc(OC)c(OC)cc1OC (stereo not drawn)	9	0.9
24	CC(C)NC(=O)CC1(C(=O)O)CCCC1	-10	0.1

nr	GPR151 ag	TEAD-YAP inh
13	-0.4	1
14	-1.0	1
15	1.0	10
16	-0.3	16
17	-0.2	-11
18	-1.0	1
19	0.7	8
20	-1.2	-3
21	-5.7	5
22	0.4	-1
23	1.4	-4
24	-1.2	-6

Additional entries:
nr	SMILES	MITF primary	FBW7 activator
25	CN(CCCC(=O)n1cnc2ccccc21)S(=O)(=O)c1ccc(Cl)cc1	13	0.1
26	O=C(c1ccc2c(c1)OCCO2)C1CCN(CC(=O)N2CCCCC2)CC1	6	0.3
27	FC(F)(F)c1nc(N2CCOCC2)c2nnn(Cc3ccccc3Cl)c2n1	6	0.0
28	COc1ccc(C(CC(=O)O)NC(=O)c2cccc([N+](=O)[O-])c2)cc1OC (stereo not drawn)	5	0.2
29	CSc1nc2sccn2c(=O)c1C(=O)NC(CO)CC(C)C (stereo not drawn)	4	-0.4
30	CCCCc1ccc(N=Cc2nc(-c3ccc(CCCC)cc3)oc2O)cc1	1	0.0
31	COc1ccc(-c2nc(NCc3cccnc3)c3ncn(C4CCCCC4)c3n2)cc1	18	0.2
32	CCC/C(O)=C1\C(=O)CC(C)(C)CC1=NCCc1ccccc1	-3	0.8
33	Cc1ccc(N2CCn3c2nnc(C(=O)NCc2ccncc2)c3=O)cc1	-9	-0.1
34	COc1ccccc1C(C)NC(=O)c1ccc(Br)cc1 (stereo not drawn)	-3	-0.1
35	CC(=O)c1cccc(NC(=O)CCSc2ccccc2)c1	17	0.9
36	CC(=O)CCN(Cc1ccccc1)Cc1ccccc1	11	0.3

nr	GPR151 ag	TEAD-YAP inh
25	-1.2	3
26	0.5	6
27	0.1	2
28	-0.7	15
29	2.0	4
30	-0.8	-4
31	0.7	5
32	0.1	-7
33	-1.7	-1
34	-0.7	1
35	3.4	-71
36	2.3	-6

Next part:
nr	SMILES	MITF primary	FBW7 activator
37	CCCN1CCN(c2ncnc3sc(C(=O)Nc4cc(C)ccc4OC)c(C)c23)CC1	20	0.5
38	CC1=C(C#N)C(NC(=O)c2cccc([N+](=O)[O-])c2)(C(F)(F)F)C(=O)N1 (stereo not drawn)	17	-0.1
39	COCCn1ccc(-c2sc(NCc3nc(-c4ccccc4)cs3)nc2C)n1	0	0.0
40	O=C1N[C@H](CO)C(=O)N2C[C@@H](NCc3ccc(F)c(F)c3)C[C@@H]12	-6	0.0
41	COc1ccc(-n2c(Cn3c(=O)sc4ccccc43)nnc2SC(C)C)cc1	4	-0.6
42	COCC(C)NC(=O)c1cc(-c2ccc(C)s2)cc(-n2cnnn2)c1 (stereo not drawn)	9	-0.1
43	CCCc1cc(=O)oc2cc(OCc3ccccc3)ccc12	6	-0.2
44	CN(c1ccccc1)S(=O)(=O)c1ccc(Cl)c(C(=O)O)c1	12	-0.1
45	COc1ccc(NC(NC(=O)c2ccc(C)cc2)C(=O)c2ccccc2)cc1 (stereo not drawn)	-1	-0.4
46	CCc1ccc2c(c1)=C(c1sc(=S)[nH]c1O)C(=O)N=2	-5	-0.1
47	CC(=O)N1N=C(c2c(-c3ccccc3)c3cc(Cl)ccc3[nH]c2=O)CC1c1nc2ccccc2n1C(C)=O (stereo not drawn)	35	0.0
48	CCCn1c(=N)c(C(=O)NC(C)c2ccccc2)cc2c(=O)n3cc(C)ccc3nc21 (stereo not drawn)	4	0.1

nr	GPR151 ag	TEAD-YAP inh
37	-0.4	-16
38	-0.7	11
39	2.4	18
40	-1.0	-4
41	-0.5	15
42	-0.1	-37
43	-0.8	9
44	1.6	3
45	-1.1	-27
46	-0.2	-3
47	0.6	1
48	1.6	2

Additional results follow.
nr	SMILES	MITF primary	FBW7 activator
49	Cc1ccc(OCCNC(=O)Cc2cccc3ccccc23)cc1	3	-0.1
50	CCOc1ccccc1C(=O)Nc1ccc(C#N)cc1	-9	0.1
51	Cc1ccc2c(c1)N(Cc1cccnc1)C(=O)C(C)O2 (stereo not drawn)	12	0.0
52	O=C(Nc1cccc(-n2cnnn2)c1)C1CCCN(Cc2ccccc2)C1 (stereo not drawn)	-4	0.1
53	C=CCOc1ccc(C2N3CC4(C)CN2CC(CCC)(C3)C4=O)cc1 (stereo not drawn)	-5	-0.1
54	Cc1ccc(Nc2nc(Cc3ccccc3)nc3sc(C)c(C)c23)cc1	-10	0.0
55	CCOc1ccc(S(=O)(=O)Nc2c(F)cccc2F)cc1	-1	-0.1
56	Cc1ccccc1-c1nc2ccc(Cc3ccc4nc(-c5ccccc5C)oc(=O)c4c3)cc2c(=O)o1	-5	-0.1
57	COc1ccc(OC)c(C2CC(c3ccc(C)cc3)Nc3ncnn32)c1 (stereo not drawn)	7	0.0
58	CCC(=O)Nc1nc2ccccc2s1	-10	1.1
59	COc1ccc(C(=O)NCc2ccc3c(c2)cc(C)n3C)c(OC)c1	18	-0.2
60	COc1ccc(C(C)=O)cc1COC(=O)/C=C/c1ccc(Br)o1	-4	0.0

nr	GPR151 ag	TEAD-YAP inh
49	-0.4	-3
50	-0.7	1
51	-0.5	5
52	-0.7	2
53	0.9	-8
54	-0.1	-2
55	-0.5	-5
56	0.8	3
57	-0.7	-8
58	-0.8	-40
59	0.3	6
60	1.7	-4

Later entries.
nr	SMILES	MITF primary	FBW7 activator
61	CCOC(=O)c1ccc(NC(=O)c2ccccc2CCc2ccccc2)cc1	7	0.1
62	Cc1ccc(C2=Nc3ccccc3N=C(c3cccc(F)c3)C2)c(O)c1	0	-0.1
63	CC(C)(C)S(=O)(=O)c1ccc2ccccc2c1	0	0.3
64	O=C(COC(=O)c1cc(=O)c2ccccc2o1)Nc1ccc(Cl)cc1C(F)(F)F	5	0.0
65	Cc1sc2c(c1C)CN(Cc1cccnc1)CN2C(=O)c1ccccc1	11	-0.1
66	Cn1c(=O)cc(N2CCN(C(=O)C(c3ccccc3)c3ccccc3)CC2)[nH]c1=O	4	-0.2
67	CC(NC(=O)CSc1nnc(NCc2ccccc2)s1)c1ccccc1 (stereo not drawn)	-2	0.0
68	NC(=O)NC(=O)CSc1nnc(C2COc3ccccc3O2)n1N (stereo not drawn)	20	0.3
69	CC(=O)Oc1cccc(/C=C/c2nc3ccccc3c(=O)n2-c2cccc(Cl)c2C)c1	-8	-0.1
70	O=C1CCC(C(=O)OCC(=O)c2ccc(F)cc2)=NN1	10	0.6
71	COc1cc(OC)c(OC)cc1/C=C1\SC(N2CCOCC2)=NC1=O	3	-0.4
72	CCCNC(=S)NCc1ccc(Cl)cc1	-14	-0.2

nr	GPR151 ag	TEAD-YAP inh
61	-0.7	4
62	3.0	-59
63	0.3	-2
64	1.0	9
65	1.2	-23
66	0.7	1
67	-2.4	2
68	-1.7	-1
69	-1.4	-6
70	1.0	10
71	-1.6	-24
72	0.1	1

Following part:
nr	SMILES	MITF primary	FBW7 activator
73	C=CCOC(=O)C1C(=O)CC(C)(O)C(C(=O)OCC=C)C1c1cccc(F)c1 (stereo not drawn)	-7	-0.1
74	O=C(CCc1c[nH]c2ccccc12)NCC1Cc2cccc(-c3cncnc3)c2O1 (stereo not drawn)	-14	-0.2
75	O=C1N/C(=C\c2cccc(OCc3ccc(F)cc3)c2)C(=O)N1Cc1ccc(Cl)cc1	21	0.5
76	Cc1nc2c(-c3ccccc3)c(C)nn2c(C)c1CCC(=O)NCCCOC(C)C	-3	0.0
77	O=C(NCc1nnc(SCC(=O)N2N=C(c3cccs3)CC2c2ccc(F)cc2)n1-c1ccccc1)c1ccc([N+](=O)[O-])cc1 (stereo not drawn)	-4	0.0
78	COc1ccc(C(=O)OCc2cccc(C(F)(F)F)c2)cc1S(=O)(=O)N1CCCC1	-2	-0.2
79	CCCOc1ccc(/C(O)=C2/C(=O)C(=O)N(CCCN(C)C)C2c2ccc(F)cc2)cc1C (stereo not drawn)	-5	0.1
80	COc1ccc(CCNC(=O)C(C)n2c3ccccc3c3nc(=O)cc(C)n32)cc1OC (stereo not drawn)	3	0.9
81	COc1ccc(C2SCCN2C(=O)c2ccc([N+](=O)[O-])cc2)cc1Br (stereo not drawn)	6	-0.5
82	C/C(=N\N=C\c1ccccc1)c1nnn(-c2nonc2N)c1C	0	0.2
83	CCOc1ccc2c(=O)c(-c3ccccc3)coc2c1	-6	-0.1
84	Cc1cc(Nc2ccc3[nH]c(=O)[nH]c3c2)n2c(nc3ccccc32)c1C#N	-3	-0.5

nr	GPR151 ag	TEAD-YAP inh
73	-0.8	0
74	0.0	0
75	0.1	-3
76	0.6	3
77	0.6	-1
78	0.1	-10
79	-1.2	-5
80	-1.4	15
81	1.8	5
82	2.7	-18
83	-1.6	-17
84	-0.7	2

Later entries.
nr	SMILES	MITF primary	FBW7 activator
85	CCc1cc(C(=O)Cc2ccc3c(c2)OCO3)c(O)cc1OC	-1	-0.1
86	CCC(C)(C)NC(=O)CN(CCOC)C(=O)C(=O)Nc1ccc2c(c1)OCCO2	2	0.2
87	Cc1ccc(C)c(OCC(=O)Nc2ccccc2C(=O)Nc2ccc(C(=O)O)cc2)c1	-2	0.0
88	COc1ccc(Br)cc1/C=C/C(=O)Nc1ccc(F)c([N+](=O)[O-])c1	8	0.1
89	O=C(Nc1ccccc1)c1cc(S(=O)(=O)N2CCC(=O)C3CCCCC32)ccc1Cl (stereo not drawn)	3	0.2
90	CC(=O)c1ccc(NC(=O)c2cccs2)cc1	-5	0.0
91	CCN1CCCC1CNC(=O)Cc1c(C(=O)O)n(CC)c2ccccc12 (stereo not drawn)	-5	0.1
92	CCn1ccnc1N1CCN(CC(=O)N2CCCCC2)CC1	0	0.0
93	Cc1nn(-c2ccccc2)c2c1C(=O)C(=O)C(C)(C)C2	0	-0.3
94	CCOC(=O)CNC(=O)c1ccc(C(F)(F)F)cc1	-5	0.2

nr	GPR151 ag	TEAD-YAP inh
85	-0.5	-1
86	-1.3	1
87	0.3	5
88	0.6	24
89	-0.9	0
90	-0.8	-31
91	-0.2	-4
92	3.2	5
93	1.8	1
94	0.0	-14
